Screening results (PubChem)
PKM2 act – activators of human pyruvate kinase M2 | purified PKM2, Kinase-Glo ATP luminescence, activation; response scale: 0% is enzyme alone, no compound | Potency, µM (doses to about 57.5 µM), for inactives: at the top dose activation, usual class: activators | 260,000 tested, 0.34% active | AID 1631; also: potency is read from the fitted curve at half-maximal effect; % is scaled to controls: 0 for no effect and ±100 for the full control effect; nearly all actives have a fitted effect of over 55% in size
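Kinase-Glo luminescence reports ATP generated from ADP (0.1 mM) and PEP (0.5 mM) by purified hPK-M2 after 1 h at room temperature, pH 7.2 imidazole buffer; intermediate enzyme activity allows detecting inhibitors and activators.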
MBNL1 CUG block – inhibitors of human MBNL1 binding to CUG repeat RNA; Q9NR56; TR-FRET MBNL1-His/biotin-(CUG)12 binding, 665/545 ratio; 280,000 tested, 0.036% active; Potency, µM (series often up to 57.5 µM), for the others: at the top dose activity change, negative = inhibition, most hits filed as inhibitors; active = well fitted inhibition curve with a large enough effect in the signal ratio, with a control signal flat, not every such curve was filed as active; inconclusive = small, poorly fitted or top-dose-only effect, or effect the other way, or a change in a side signal; inactive = no such curve, though single readings can be large or run the other way; the % refers to the signal ratio; also: potency is read from the fitted curve at half-maximal effect; % is scaled to controls: 0 for no effect and ±100 for the full control effect
Target sequence (Q9NR56 whole entry, looked up): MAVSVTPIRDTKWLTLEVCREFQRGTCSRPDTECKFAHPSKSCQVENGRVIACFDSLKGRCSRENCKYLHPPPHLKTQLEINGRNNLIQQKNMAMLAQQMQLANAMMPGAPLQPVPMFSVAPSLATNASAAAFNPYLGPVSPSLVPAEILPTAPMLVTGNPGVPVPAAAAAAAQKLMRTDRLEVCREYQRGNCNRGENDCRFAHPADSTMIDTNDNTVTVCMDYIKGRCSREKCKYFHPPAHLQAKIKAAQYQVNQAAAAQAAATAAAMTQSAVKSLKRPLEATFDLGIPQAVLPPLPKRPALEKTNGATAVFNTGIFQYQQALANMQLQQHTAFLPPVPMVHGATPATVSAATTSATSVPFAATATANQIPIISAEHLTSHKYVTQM
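TR-FRET readout: Ex 340 nm, 665/545 nm emission ratio, normalized to buffer-only (basal) and MBNL1-(CUG)12 controls. Complex of MBNL1-His with Biotin-(CUG)12, compounds 92 nM–58 uM, incubated 60 min at room temperature.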
Mito fusion act – blocks mitochondrial division or promotes mitochondrial fusion; S. cerevisiae fusion-defective mutant growth rescue, CellTiterGlo 48 h; Potency, µM (highest dose often 46.1 µM), for inactives: at the top dose growth rescue (activation), most hits filed as activators; 320,000 tested, 0.23% active;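 also: potency is read from the fitted curve at half-maximal effect; % of control where 0% means no effect; nearly all actives have a fitted effect of over 45% in size; temperature-sensitive fusion mutants such as fzo1-1 at 37 °C on non-fermentable ethanol glycerol medium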
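Read-out: ATP-based luminescence (CellTiterGlo, 10 min ambient) reporting growth of fusion-defective ts yeast after 48 hours at 37C on glycerol/ethanol YPEG medium in the presence of compound.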
Chronic BCR inh – inhibitors of chronic active B-cell receptor signaling. ABC-DLBCL IkBa-CBG/CBR reporter, luminescence ratio, 4 h. Potency, µM (highest dose often 46.1 µM), without a hit: at the top dose ratio change, negative = lower green/red ratio, hits mostly inhibitors. 340,000 tested, 0.05% active; active = well fitted inhibition curve with a large enough effect in the signal ratio, with a control signal flat, not every such curve was filed as active; inconclusive = small, poorly fitted or top-dose-only effect, or effect the other way, or a change in a side signal; the % refers to the signal ratio;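 also: potency is read from the fitted curve at half-maximal effect; plate controls were basal doxycycline-induced cells for no effect and cells given 10 µM MG132 for full effect; MG132 reads +100%, hits lower the ratio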
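TMD8 human ABC-DLBCL cells with doxycycline-inducible IκBα–green luciferase fusion and unfused red luciferase, in 0.5% FBS medium; compounds up to 46 uM, 4 h at 37C. Green/red luminescence ratio, filter-overlap corrected, fitted to concentration-response curves.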
TSHR antag – antagonists of human thyroid stimulating hormone receptor; P16473; TSHR-expressing cells, TSH-stimulated cAMP HTRF, 2 h; stronger effect = lower value; activity change, negative = inhibition, % at 11.5 µM; 330,000 tested, 0.2% active;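 active = activity change below a set negative limit, meaning inhibition stronger than a set level, cut at about -70% in these data; inconclusive = activity change between two set negative limits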; also: % is scaled to controls: 0 for no effect and ±100 for the full control effect
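Competitive HTRF cAMP read-out (cryptate anti-cAMP antibody, cAMP-d2; 30 min, room temperature) in freshly harvested TSHR cells. Compounds added before TSH at EC80 (4nM final), followed by 2 hours' incubation at 37 deg C.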
Eya2 phos inh – inhibitors of human Eya2 phosphatase activity | AID 488837 | 330,000 tested, 0.006% active | O00167 | recombinant Eya2, OMFP fluorescence dephosphorylation (OMFP is methylfluorescein phosphate) | Potency, µM (titrated, usually from 76.9 µM), without a hit: top-dose activity, negative = inhibition, actives largely listed as inhibitors; also: potency is read from the fitted curve at half-maximal effect; % is scaled to controls: 0 for no effect and ±100 for the full control effect
Target sequence (O00167 whole entry, looked up): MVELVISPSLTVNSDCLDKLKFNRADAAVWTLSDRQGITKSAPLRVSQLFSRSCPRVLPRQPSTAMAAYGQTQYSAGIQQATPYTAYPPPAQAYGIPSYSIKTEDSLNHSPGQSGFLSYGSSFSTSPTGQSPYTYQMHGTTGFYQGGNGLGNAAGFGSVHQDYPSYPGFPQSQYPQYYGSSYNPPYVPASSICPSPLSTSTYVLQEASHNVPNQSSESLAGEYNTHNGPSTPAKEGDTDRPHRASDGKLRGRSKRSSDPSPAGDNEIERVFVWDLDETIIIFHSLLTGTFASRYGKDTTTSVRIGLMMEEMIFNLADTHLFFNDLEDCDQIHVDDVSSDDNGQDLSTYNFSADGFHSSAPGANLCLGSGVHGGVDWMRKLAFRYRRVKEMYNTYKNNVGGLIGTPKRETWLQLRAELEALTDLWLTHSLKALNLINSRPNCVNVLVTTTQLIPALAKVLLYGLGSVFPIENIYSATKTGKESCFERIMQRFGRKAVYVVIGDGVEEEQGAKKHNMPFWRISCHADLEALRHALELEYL
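Eya2 (0.2 uM) preincubated 10 min at ambient with compound, then OMFP substrate added at 50 uM; 10 min reaction in 50 mM HEPES pH 7.5, 50 mM NaCl, 5 uM MgCl2, 0.05% BSA, 1 mM DTT. Fluorescence read at Ex 485/Em 525 nm.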
hERG WT inh – blocks the wildtype human KCNH2 potassium channel; AID 720551; U2OS, BacMam KCNH2, thallium flux FluxOr; stronger effect = lower value; Q12809; 340,000 tested, 0.37% active; activity change, % at 1.84 µM;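 active = maximum activity change below -70%; inconclusive = maximum activity change between -70% and -50%; inactive = maximum activity change above -50%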; also: % is scaled to controls: 0 for no effect and ±100 for the full control effect
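U2OS cells transduced with wild-type KCNH2 virus are loaded with FluxOr dye for 45 min, and thallium flux is measured in kinetic reads before and after stimulation buffer. Rate constants are normalized to DMSO controls.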
Menin MLL FP TR – inhibitors of human menin-MLL interaction, mutant MLL peptide; O00255; Potency, µM (series often up to 61.6 µM), for the others: at the highest dose FP activity change, negative = inhibition, actives largely listed as inhibitors; AID 1768; Menin + Texas Red MLL mutant peptide, fluorescence polarization; 270,000 tested, 0.23% active; active = well fitted inhibition curve with a large enough effect in the polarisation, with a control signal flat, not every such curve was filed as active; inconclusive = small, poorly fitted or top-dose-only effect, or effect the other way, or a change in a side signal; inactive = no such curve, though single readings can be large or run the other way; the % refers to the polarisation; also: potency is read from the fitted curve at half-maximal effect; % of control where 0% means no effect; many of its hits are not listed in these tables
GALK inhibitor – inhibitors of human galactokinase; Purified GALK, Kinase-Glo residual ATP luminescence; Potency, µM (top dose mostly 57.5 µM), without a hit: at the highest dose activity change, negative = inhibition, actives largely listed as inhibitors; 270,000 tested, 0.007% active; also: potency is read from the fitted curve at half-maximal effect; % is scaled to controls: 0 for no effect and ±100 for the full control effect
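Galactose (100 uM) and ATP (35 uM) were turned over by 5 nM GALK for 1 h at RT. Kinase-Glo Plus then converted the remaining ATP into a luminescent signal.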
USP2a block – inhibitors of human ubiquitin-specific protease USP2a; 330,000 tested, 0.01% active; O75604; USP2 core, Ub-CHOP2 coupled fluorogenic reporter, 485/531; Potency, µM (top dose mostly 38.3 µM), inactives show top-dose activity change, negative = inhibition, actives largely listed as inhibitors;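 also: potency is read from the fitted curve at half-maximal effect; plate controls were DMSO wells for no effect and full inhibition by NEM control for full effect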
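Deubiquitinase activity read as fluorescence (485/531 nm) after Ub-CHOP2 cleavage activates the enterokinase reporter on its substrate; USP2 core 10nM, Ub-CHOP2 and substrate 25nM each, 30min compound preincubation then 60min RT; data normalized to NEM, curves fitted.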
ASM inhibitor – inhibitors of human secretory acid sphingomyelinase; P17405; placental ASM, HMU-PC fluorogenic substrate, 60 min; Potency, µM (doses to about 57.5 µM), for the others: at the top dose activity change, negative = inhibition, hits mostly inhibitors; 340,000 tested, 0.006% active; also: potency is read from the fitted curve at half-maximal effect
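qHTS format. ASM enzyme prepared from human placenta hydrolyses the fluorogenic substrate HMU-PC0 (9 uM final) over 60 min at 37 °C after a 10 min compound preincubation.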
Starred values were filed as active, the others as inactive; ? = inconclusive; nt = no result given; [ ] = another dose, or the depositor's remark. Unless noted, calls follow the shape of the dose curve; as a rule, active = well fitted curve in the direction sought with a large enough effect; inconclusive = small, poorly fitted or top-dose-only effect, or another doubt; inactive = no such curve, though single readings can be large; an effect the other way counts as inactive or inconclusive.

SMILES	PKM2 act	MBNL1 CUG block	Mito fusion act	Chronic BCR inh	TSHR antag	Eya2 phos inh	hERG WT inh	Menin MLL FP TR	GALK inhibitor	USP2a block	ASM inhibitor
O=C(O)c1ccc(N/N=C/c2ccncc2)cc1	nt	?	-1%	?	-1	2%	2	-13%	nt	-3%	-3%
CCOC(=O)N1CCN(C(=O)c2cn(CC)c3ccc(S(=O)(=O)N(C)C4CCCCC4)cc3c2=O)CC1	nt	-6%	0%	3%	-3	4%	1	nt	-7%	2%	-3%
O=C(NCCN1CCOCC1)c1ccc2c(c1)N(Cc1ccc(F)cc1)C(=O)CS2	-1%	?	-3%	-13%	-6	-45%	-12	-3%	-2%	1%	0%
Nc1nnc(SCn2nnc3ccccc3c2=O)s1	2%	8%	24%	?	6	4%	16	13%	0%	9%	-1%
Cc1nn(-c2ccccc2)c2c1C1(C(=O)N(C)c3ccccc31)C(C#N)=C(N)O2 (configuration not stated)	9%	8%	-1%	?	-8	14%	-5	3%	-1%	4%	-1%
CC(C)(C)NC(=O)CN(C(=O)c1snc(C(=O)NC2CCCCC2)c1N)c1ccccc1F	nt	13%	26%	13%	-10	-6%	-7	-8%	4%	0%	nt
NC(=O)COc1ccccc1	-2%	3%	-4%	-1%	3	-3%	-2	nt	4%	1%	1%
C/C(=N\NC(=O)c1cc(O)ccc1O)c1cccc(NC(=O)c2cccc(Cl)c2)c1	-4%	6%	2%	?	-2	3%	-6	nt	7%	-1%	-16%
O=C(CSc1nc2c(cnn2-c2ccc(F)cc2)c(=O)[nH]1)N1CCCCCC1	-1%	-13%	2%	3%	-12	4%	7	-13%	-2%	-1%	-6%
C[C@@H]1C(=O)O[C@H]2CC34[C@H]5C[C@@H](C(C)(C)C)[C@]36[C@@H](OC(=O)[C@@H]6O)O[C@@]4(C(=O)O5)[C@]21O (some centres not stated)	nt	nt	4%	-17%	26	-9%	-3	nt	nt	-1%	-9%
c1ccc2c(N3CCCCC3)nc(N3CCCCC3)nc2c1	-17%	-4%	2%	8%	10	-8%	10	-3%	-1%	-1%	376%[activator]
Cc1nn(Cc2ccccc2)c(Cl)c1C(=O)OCc1nnc(-c2ccc(Cl)cc2)o1	13%	7%	-8%	3%	-8	12%	5	-1%	0%	1%	-6%
Nc1nc(SCC(=O)Nc2ccc([N+](=O)[O-])cc2)n[nH]1	28%	?	3%	-1%	-9	8%	0	-2%	0%	-1%	1%
COc1cccc(CN2CCNC(=O)C2CC(=O)NCCn2ccc3ccccc32)c1OC (configuration not stated)	6%	2%	3%	0%	-2	3%	nt	-20%	1%	0%	6%
Cc1cccc(C)c1OCc1nc2ccccc2c(=O)n1/N=C/c1c[nH]c2ccccc12	-8%	3%	8%	?	-11	-13%	-14	?	1%	2%	-24%
O=C(C1CCN(Cc2ccc(Cl)cc2)CC1)N1CCN(C(c2ccccc2)c2ccccc2)CC1	0%	-1%	20%	14%	13	1%	-3	-25%	3%	-6%	9%
CNc1ccccc1-n1ccc(-c2ccccc2)n1	-14%	-1%	2%	?	1	-2%	-7	28%	2%	0%	-3%
CC(C)c1c(C(=O)N/N=C/c2ccc(Cl)cc2Cl)nnn1-c1nonc1N	nt	1%	9%	3%	-13	1%	7	nt	3%	1%	8%
Cc1cccc(CCNC(=O)c2nnc(Cc3ccc(Cl)cc3)o2)c1	6%	-14%	-3%	4%	0	-3%	-5	-13%	nt	1%	-3%
O=C(/C=C/c1ccccc1F)N1CCN(c2ccccn2)CC1	-17%	9%	4%	-7%	1	1%	-12	nt	7%	0%	-3%

Structural class: the entries above with fluorine
SMILES	PKM2 act	MBNL1 CUG block	Mito fusion act	Chronic BCR inh	TSHR antag	Eya2 phos inh	hERG WT inh	Menin MLL FP TR	GALK inhibitor	USP2a block	ASM inhibitor
O=C(NCCN1CCOCC1)c1ccc2c(c1)N(Cc1ccc(F)cc1)C(=O)CS2	-1%	?	-3%	-13%	-6	-45%	-12	-3%	-2%	1%	0%
CC(C)(C)NC(=O)CN(C(=O)c1snc(C(=O)NC2CCCCC2)c1N)c1ccccc1F	nt	13%	26%	13%	-10	-6%	-7	-8%	4%	0%	nt
O=C(CSc1nc2c(cnn2-c2ccc(F)cc2)c(=O)[nH]1)N1CCCCCC1	-1%	-13%	2%	3%	-12	4%	7	-13%	-2%	-1%	-6%
O=C(/C=C/c1ccccc1F)N1CCN(c2ccccn2)CC1	-17%	9%	4%	-7%	1	1%	-12	nt	7%	0%	-3%

The listing continues:
SMILES	PKM2 act	MBNL1 CUG block	Mito fusion act	Chronic BCR inh	TSHR antag	Eya2 phos inh	hERG WT inh	Menin MLL FP TR	GALK inhibitor	USP2a block	ASM inhibitor
CC(OC(=O)c1ccc(-n2cnnn2)cc1)C(=O)NCc1ccccc1 (configuration not stated)	nt	nt	4%	-14%	7	24%	3	nt	nt	5%	1%
CN(C)c1nc(OCCNC(=O)COc2ccc(Cl)cc2Cl)nc(N2CCOCC2)n1	-15%	-14%	14%	?	5	8%	-6	?	1%	0%	-1%
COC/C=C/C1=CC(=O)C[C@H](c2ccc3c(c2)OCO3)C1	nt	nt	-7%	-2%	-15	-15%	nt	nt	nt	-2%	-7%
COC(=O)CCC(=O)OC1(C)C(=O)C2=CN(CCN3CCOCC3)C(c3ccc(OC)cc3)=CC2=C(Br)C1=O (configuration not stated)	1%[11.5 µM]	?	4%	?	-11	2%	nt	-11%[11.7 µM]	-4%	-12%	nt
Clc1ccc(-c2cn3cc(Br)ccc3n2)cc1Cl	0%	?	12%	?	-12	-2%	8	?	3%	0%	-2%
CCCCC(=O)NC(=S)Nc1cccc(Cl)c1N1CCCCC1	1%	-3%	-11%	-2%	-16	5%	4	9%	0%	3%	-16%
CCCCn1c(N)c(N(CC)C(=O)CSCC(=O)Nc2ccc(OC)cc2)c(=O)[nH]c1=O	nt	nt	-10%	-11%	23	-26%	-2	nt	nt	1%	10%
CCCCCCCCOc1ccc(C2CC(=O)NC2=O)cc1 (configuration not stated)	0%	1%	?	-2%	-10	-5%	-8	-8%	-2%	4%	?
Cc1cc(C(=O)OCC(=O)NCc2ccco2)c(C)n1-c1ccc(F)cc1	31%	-5%	-2%	?	20	-7%	3	0%	-1%	-4%	-5%
COc1ccc(NC(=O)Nc2ccc3c(c2)CCC3)cc1	-10%	0%	0%	?	2	-10%	-6	nt	7%	-1%	1%
COc1cc(C2=NOC(C(=O)NC3CCCCC3)C2)cc(OC)c1OC (configuration not stated)	-7%	-6%	-1%	6%	6	16%	-25	-3%	3%	-1%	3%
COc1ccc(-c2cc(C(=O)N3CCCCC3)c3ccccc3n2)cc1OC	3%	16%	-4%	-5%	27	-2%	28	-6%	3%	-1%	74%[activator]
Cc1cccc(-n2c(C)cc(/C=N/NC(=O)c3ccc(CN4CCOCC4)cc3)c2C)c1	-8%	10%	-4%	-2%	-5	-13%	12	1%	2%	1%	3%
Cc1ccc(NC(=O)C2CCCN(S(=O)(=O)c3c(C)noc3C)C2)c(Br)c1 (configuration not stated)	nt	-4%	2%	0%	20	0%	4	nt	2%	0%	-1%
CCN(C(=O)COC(=O)CNC(=O)c1ccc(F)cc1)C1CCS(=O)(=O)C1 (configuration not stated)	-1%	-5%	9%	3%	-1	4%	-3	13%	5%	1%	2%
CCOC(=O)C1C(=O)C=C(Nc2ccccc2F)CC1c1ccccc1 (configuration not stated)	6%	4%	-7%	-1%	0	-8%	-2	4%	-1%	0%	2%
CN(CC(=O)Nc1ccc(F)cc1)C(=O)c1ccc(OCc2cn3ccccc3n2)cc1	nt	nt	nt	?	35	1%	-1	nt	nt	0%	4%

Not all compounds are listed; rates above refer to the full screens.
